Mito fusion yeast: qHTS Assay for Small Molecule Inhibitors of Mitochondrial Division or Activators of Mitochondrial Fusion; S. cerevisiae fusion-defective mutant growth rescue, CellTiterGlo 48 h; Potency, µM (titrated, usually from 46.1 µM), inactives show at the top dose growth rescue (activation), most hits filed as activators; AID 485298, 2010; 0.23% of 320,000 active;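 also: potency is read from the fitted curve at half-maximal effect; % of control where 0% means no effect; nearly all actives have a fitted effect of over 45% in size; temperature-sensitive fusion mutants such as fzo1-1 at 37 °C on non-fermentable ethanol glycerol medium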
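Read-out: ATP-based luminescence (CellTiterGlo, 10 min ambient) reporting growth of fusion-defective ts yeast after 48 hours at 37C on glycerol/ethanol YPEG medium in the presence of compound.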
ELG1 repair inh: qHTS screen for small molecules that inhibit ELG1-dependent DNA repair in human embryonic kidney (HEK293T) cells expressing luciferase-tagged ELG1; HEK293T ELG1-luciferase reporter, luminescence, 16 h; DNA damage induced by 5-fluorouridine; Potency, µM (doses to about 46.1 µM), for inactives: at the top dose activity change, negative = inhibition, hits mostly inhibitors; 2.3% of 330,000 active; also: potency is read from the fitted curve at half-maximal effect; % is scaled to controls: 0 for no effect and ±100 for the full control effect; nearly all actives have a fitted effect of over 55% in size
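In this reporter screen, reduction of luminescence relative to DMSO vehicle indicated activity. Compounds and 5-fluorouridine were added together to 2,000 cells per well, incubated for 16 hr at 37 °C, then developed with ONE-Glo.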
TCR activator: Activators of T cell receptors: qHTS campaign. primary human leukocytes, anti-CD3, IL-2 HTRF, 48 h. Potency, µM (series often up to 9.22 µM), for the others: at the top dose activation of IL-2 secretion, actives largely listed as activators. 330,000 tested, under 10 active; also: % of control where 0% means no effect
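48 hr co-incubation of compounds, a-CD3 beads and primary human leukocytes; IL-2 quantified homogeneously by HTRF with anti-IL-2 K and d2 conjugates.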
Chronic BCR inh: qHTS Assay to Find Inhibitors of Chronic Active B-Cell Receptor Signaling. ABC-DLBCL IkBa-CBG/CBR reporter, luminescence ratio, 4 h. Potency, µM (highest dose often 46.1 µM), for inactives: at the highest dose ratio change, negative = lower green/red ratio, usual class: inhibitors. 0.05% of 340,000 active. AID 493014, 2011; active = well fitted inhibition curve with a large enough effect in the signal ratio, with a control signal flat, not every such curve was filed as active; inconclusive = small, poorly fitted or top-dose-only effect, or effect the other way, or a change in a side signal; the % refers to the signal ratio;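 also: potency is read from the fitted curve at half-maximal effect; plate controls were basal doxycycline-induced cells for no effect and cells given 10 µM MG132 for full effect; MG132 reads +100%, hits lower the ratio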
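Compounds up to 46 uM were incubated four hours with TMD8 cells whose green CBG68 luciferase is fused to IkappaBalpha; red CBR luminescence normalised the signal, and concentration-effect curves were fitted to fusion, red and ratio data.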
Eya2 inh: qHTS Assay for Inhibitors of the Phosphatase Activity of Eya2; Protein phosphatase EYA2 (Homo sapiens), O00167; recombinant Eya2, OMFP fluorescence dephosphorylation (OMFP is methylfluorescein phosphate); Potency, µM (doses to about 76.9 µM), inactives show at the top dose activity, negative = inhibition, most hits filed as inhibitors; 0.006% of 330,000 active; AID 488837, 2010; also: potency is read from the fitted curve at half-maximal effect; % is scaled to controls: 0 for no effect and ±100 for the full control effect
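Eya2 (0.2 uM) preincubated 10 min at ambient with compound, then OMFP substrate added at 50 uM; 10 min reaction in 50 mM HEPES pH 7.5, 50 mM NaCl, 5 uM MgCl2, 0.05% BSA, 1 mM DTT. Fluorescence read at Ex 485/Em 525 nm.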
Integrin act MD: qHTS for Activators of Integrin-Mediated Alleviation for Muscular Dystrophy | alpha7betagal myoblasts, beta-gal FDG fluorescence, 48 h | Potency, µM (series often up to 38.3 µM), for inactives: top-dose activation, most hits filed as activators | 0.064% of 350,000 active | AID 624291, 2012;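 also: potency is read from the fitted curve at half-maximal effect; 100% = response of the positive control SU9516; nearly all actives have a fitted effect of over 60% in size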
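Alpha7betagal+/- myoblasts (passage 13) were plated 16-24 hr, then exposed to compounds (1:260 dilution of DMSO stock) for 48 hours at 37C. After MPER lysis, β-galactosidase reporter activity was read as FDG fluorescence (ex 480/em 540) after 30 minutes.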
TSHR antag: Antagonists of the Thyroid Stimulating Hormone Receptor: HTS campaign; 0.2% of 330,000 active; AID 504810, 2011; activity change, negative = inhibition, % at 11.5 µM; TSHR-expressing cells, TSH-stimulated cAMP HTRF, 2 h; stronger effect = lower value;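 active = activity change below a set negative limit, meaning inhibition stronger than a set level, cut at about -70% in these data; inconclusive = activity change between two set negative limits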; also: % is scaled to controls: 0 for no effect and ±100 for the full control effect
Target sequence (P16473 whole entry, looked up): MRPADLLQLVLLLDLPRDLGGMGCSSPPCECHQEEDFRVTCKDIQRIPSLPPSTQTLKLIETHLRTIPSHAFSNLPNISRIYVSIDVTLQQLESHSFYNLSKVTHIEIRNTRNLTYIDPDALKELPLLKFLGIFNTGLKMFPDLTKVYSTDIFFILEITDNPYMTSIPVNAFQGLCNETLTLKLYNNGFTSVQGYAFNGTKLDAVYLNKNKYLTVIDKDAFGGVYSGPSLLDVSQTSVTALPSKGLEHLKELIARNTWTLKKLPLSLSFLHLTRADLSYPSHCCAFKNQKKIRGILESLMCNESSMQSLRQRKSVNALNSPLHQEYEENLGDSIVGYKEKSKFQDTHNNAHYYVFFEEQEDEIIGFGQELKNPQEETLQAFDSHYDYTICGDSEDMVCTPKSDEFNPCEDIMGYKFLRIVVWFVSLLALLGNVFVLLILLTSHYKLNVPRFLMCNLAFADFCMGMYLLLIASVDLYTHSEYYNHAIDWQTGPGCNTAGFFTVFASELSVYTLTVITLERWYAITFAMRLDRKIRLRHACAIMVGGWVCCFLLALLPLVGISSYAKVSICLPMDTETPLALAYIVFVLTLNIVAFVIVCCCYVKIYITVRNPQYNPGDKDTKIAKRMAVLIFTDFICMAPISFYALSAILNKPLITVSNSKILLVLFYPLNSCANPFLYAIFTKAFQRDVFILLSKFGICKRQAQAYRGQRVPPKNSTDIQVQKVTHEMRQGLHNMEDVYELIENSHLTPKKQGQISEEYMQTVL
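Freshly harvested TSHR cells receive pin-tooled compound, then EC80 TSH at 4nM final. After 2 hours at 37 deg C, antibody in lysis buffer and cAMP-d2 are added; 30 minutes at ambient temperature precede the HTRF read.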
PTAP TSG101 blk: qHTS Assay for Iinhibitors of HIV-1 Budding by Blocking the Interaction of PTAP/TSG101 | AID 493005, 2010 | 340,000 tested, under 10 active | Potency, µM (series often up to 115 µM), without a hit: at the highest dose activity change, negative = inhibition, hits mostly inhibitors | Tumor susceptibility gene 101 protein (Homo sapiens), Q99816 | Fluorescence polarization, FITC-PTAP peptide / Tsg101 binding; active = well fitted inhibition curve with a large enough effect in the main read-out, with a control signal flat, not every such curve was filed as active; inconclusive = small, poorly fitted or top-dose-only effect, or effect the other way, or a change in a side signal; inactive = no such curve, though single readings can be large or run the other way; also: potency is read from the fitted curve at half-maximal effect; % of control where 0% means no effect
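FP read-out: FITC-PTAP peptide, 50 nM final, binding Tsg101 binding domain, 10 uM final; 20 min, r.t.; 10 mM HEPES pH 7.5, 0.15 M NaCl, 0.01% Tween 20, 3 mM EDTA, 0.1 mM TCEP.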
Tb PFK inh: qHTS Assay to Find Inhibitors of T. brucei phosphofructokinase. T. brucei PFK, ADP-Glo luminescence. Potency, µM (doses to about 57.5 µM), inactives show at the highest dose activity, negative = inhibition, hits mostly inhibitors. 0.17% of 330,000 active. AID 485367, 2010;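 also: potency is read from the fitted curve at half-maximal effect; 0% = uninhibited 1x PFK enzyme wells and -100% = no-enzyme wells; nearly all actives have a fitted effect of over 60% in size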
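Compounds were pin-transferred as a titration series up to 57 uM into substrate buffer (0.5 mM F6P, 0.1 mM ATP, pH 8.0), then 1.25 nM PFK was added and reactions ran 45 min before ADP-Glo detection.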
A-T KAP1 phos: qHTS Assay for Identifying a Potential Treatment of Ataxia-Telangiectasia | […] A-T fibroblasts, KAP-1 phosphorylation AlphaLISA; neocarzinostatin DNA damage 30 min before lysis | Potency, µM (series often up to 57.5 µM), inactives show at the highest dose activation, hits mostly activators | 0.19% of 320,000 active; also: potency is read from the fitted curve at half-maximal effect; % of control where 0% means no effect; nearly all actives have a fitted effect of over 45% in size
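ATM-like activity read as KAP-1 phosphorylation via AlphaLISA donor/acceptor antibody pairs after lysis and 6 hr at 25C. Cells were ATM-null patient fibroblasts ([…], hTERT), dosed 60 min, then exposed to the DSB inducer NCS for 30 min.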
ASM inhibitor: Inhibitors of Secretory Acid Sphingomyelinase (S-ASM): qHTS; Sphingomyelin phosphodiesterase (Homo sapiens), P17405; placental ASM, HMU-PC fluorogenic substrate, 60 min; Potency, µM (top dose mostly 57.5 µM), inactives show at the highest dose activity change, negative = inhibition, most hits filed as inhibitors; 0.006% of 340,000 active; also: potency is read from the fitted curve at half-maximal effect
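qHTS format. ASM enzyme prepared from human placenta hydrolyses the fluorogenic substrate HMU-PC0 (9 uM final) over 60 min at 37 °C after a 10 min compound preincubation.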
* marks the source's active call; other numbers are inactive results; i = inactive; ? = inconclusive; . = no result given; [ ] = remark or other dose. Unless noted, calls follow the shape of the dose curve; as a rule, active = well fitted curve in the direction sought with a large enough effect; inconclusive = small, poorly fitted or top-dose-only effect, or another doubt; inactive = no such curve, though single readings can be large; an effect the other way counts as inactive or inconclusive. Compounds were not picked by outcome (roughly 3.2% active in at least one column).

Compound	Mito fusion yeast	ELG1 repair inh	TCR activator	Chronic BCR inh	Eya2 inh	Integrin act MD	TSHR antag	PTAP TSG101 blk	Tb PFK inh	A-T KAP1 phos	ASM inhibitor
O=C(CSc1nnnn1-c1cccnc1)Nc1ccc(F)cc1F	1%	0%	2%	-8%	-2%	12%	-6	.	1%	8%	5%
CC(=O)c1cccc(OCC(O)CN2CCN(S(=O)(=O)c3c(F)cccc3F)CC2)c1 (centres undefined)	23%	?	1%	-6%	-1%	5%	4	-11%	-2%	-1%	-1%
O=C(NN1C(=O)C2C3CCC(O3)C2C1=O)c1ccc(Cl)cc1 (centres undefined)	-4%	5%	-3%[46.1 µM]	-2%	-13%	15%	1	-1%	-8%	14%	4%
COc1ccc(-n2c(C)cc(C(=O)COC(=O)c3cc(OC)c(OC)cc3NC(=O)c3cccs3)c2C)cc1	-1%	-4%	-2%	?	6%	-56%[inhibitor]	-3	-2%	7%	-1%	-15%
Cc1ccccc1N=C1SCC(=O)N1Cc1ccccc1	?	5%	-6%[46.1 µM]	1%	-2%	-4%	-10	1%	3%	0%	-1%
COc1cc(=O)[nH]c(=O)n1C(=O)Cc1ccccc1	-3%	-2%	4%	4%	-5%	-21%	0	0%	-1%	7%	-13%
COc1cc(OC)cc(C(=O)N[C@H](C(=O)OCC(=O)Nc2ccc(F)c(F)c2F)C(C)C)c1	-2%	?	4%	?	-9%	-38%	5	-1%	-2%	2%	-7%
COCC(C)n1c(C)cc(C(=O)CSc2ccc(NC(C)=O)cc2)c1C (centres undefined)	-1%	?	1%	?	0%	19%	-10	-5%	3%	2%	-2%
COc1ccc(NC(=O)COc2coc(CN3CCc4ccccc43)cc2=O)cc1	0%	19%	-3%	?	-20%	-9%	-5	-2%	-1%	-12%	-1%
COc1cc(/C=C/C(=O)OCC(=O)NCc2ccco2)ccc1OC(F)F	-9%	14%	11%	-5%	1%	-1%	7	.	0%	21%	-3%
CCOC(=O)c1c(NC(=O)c2cccnc2)sc(C(C)=O)c1C	11%	-12%	2%[46.1 µM]	-1%	0%	2%	-5	-1%	-1%	-3%	-2%
CCn1nc(C)c(CCC(=O)O)c1C	0%	6%	-1%	1%	6%	2%	5	3%	-3%	5%	0%
CC1(C)C/C(=N\O)c2cc3c(nc2C1)CCCC3	-3%	2%	4%	-14%	15%	13%	-3	-11%	-2%	-3%	3%
COc1ccc(/C=C/CN2CCCC(C(=O)c3ccc(OC)c(F)c3)C2)cc1 (centres undefined)	-10%	-12%	-4%	2%	-8%	-41%[inhibitor]	2	-4%	0%	.	4%
COc1ccc(C2C(C#N)=C(N)Oc3c2oc(CO)cc3=O)c(OC)c1OC (centres undefined)	2%	-3%	-4%	-1%	-3%	0%	-10	-5%	-5%	-1%	1%
c1cnc(N2CC[N+]3(CCCC3)CC2)nc1	-3%	-8%	-23%	-2%	-1%	?	2	-2%	2%	4%	2%
N#Cc1c(C(F)(F)F)cc(=O)n2c1[nH]c1ccccc12	-16%	-20%	-8%	?	-1%	10%	-50	-1%	?	49%	i
COc1ccc(-c2noc(CCC(=O)N3CCN(c4ccccc4C)CC3)n2)cc1	.	-30%	-5%[46.1 µM]	?	-13%	18%	-18	-2%	5%	-39%[inhibitor]	-13%
O=C(O)C1C2CCC(C2)C1C(=O)Nc1cc(F)ccc1F (centres undefined)	2%	3%	.	5%	8%	13%	1	-6%	3%	2%	2%
CC(=O)c1c(OC(=O)c2ccc(C)cc2)c2ccccc2n1C	?	?	-3%	1%	-14%	1%	1	-4%	2%	.	-19%
Cc1onc(-c2ccccc2Cl)c1C(=O)NC(=S)NCCc1ccccc1	7%	-3%	-5%[46.1 µM]	8%	-4%	-8%	-30	-5%	2%	1%	-1%
O=C(Nc1ccccc1)C(Cc1cccs1)c1nn[nH]n1 (centres undefined)	0%	0%	.	?	-6%	?	-1	-1%	2%	0%	-3%
CCN(CC)CCCNC(=O)C(C)n1nc(C)c2sc3ccccc3c2c1=O (centres undefined)	-1%	3%	1%	0%	12%	-32%	23	-5%	1%	-1%	-3%
O=C(c1ccc(S(=O)(=O)NCc2ccco2)cc1)N1CCN(c2ccc(F)cc2)CC1	2%	0%	-2%	?	11%	?	-1	0%	-11%	-5%	-7%
Cc1ccccc1-c1cn(-c2ccccc2)c(=S)[nH]1	-26%	0%	1%	?	4%	-16%	-6	-1%	0%	3%	0%
CC(=O)c1ccc(NC(=O)/C(Cl)=C/c2ccccc2)cc1	6%	?	-1%	-18%	-5%	-31%	11	1%	-1%	-5%	-3%
O=C(Nc1cccc(Br)c1)c1cccc(OC(=S)N2CCOCC2)c1	2%	15µM*	.	?	-5%	-44%[inhibitor]	2	-3%	-18%	0%	-4%
O=C(COC(=O)c1ccccc1[N+](=O)[O-])c1ccc2c(c1)OCO2	-12%	?	3%	?	-9%	0%	6	1%	-18%	0%	-1%
O=C(Nc1nc2ccccc2s1)c1cnccn1	-1%	?	.	?	-16%	-18%	-6	-3%	-2%	-4%	0%
CC1CCCCN1C(=O)C1CCCN(S(=O)(=O)c2cccc3nsnc23)C1 (centres undefined)	-4%	4%	5%	0%	4%	?	5	-7%	2%	9%	4%
COc1ccc(-n2c(C)cc(C(=O)CN3C(=O)NC4(CCc5ccccc54)C3=O)c2C)cc1 (centres undefined)	1%	?	-8%[46.1 µM]	?	-10%	-14%	1	1%	1%	-9%	-1%
COc1ccccc1-c1nc(-c2ccccc2)[nH]c(=O)c1C#N	2%	3%	-2%	7%	9%	-1%	6	-5%	1%	-1%	0%
CC(C)c1cccc(-c2ccc3c(c2)S(=O)(=O)c2cccc(C(=O)NCc4ccco4)c2C3=O)c1	.	-15%	4%	6%	-37%	17%	-12	-8%	-27%	11%	0%
CCC(=O)NCCc1nc2cc(NC(=O)c3cccc([N+](=O)[O-])c3)ccc2n1C	2%	?	2%	?	6%	?	1	-3%	-13%	7%	2%
O=C1CN(C(=O)c2ccc(Br)o2)C(c2ccc(F)cc2)c2cc(Cl)ccc2N1 (centres undefined)	4%	?	-5%	?	-18%	0%	17	-6%	-1%	-6%	?
C=CCn1c(SCC(C)=O)nc2scc(-c3ccco3)c2c1=O	-7%	11%	14%	4%	3%	0%	-14	-7%	?	-3%	-3%
Cc1cc(C)n(-c2ccc(C(=O)OCC(=O)NCc3ccc(F)cc3)cc2)n1	15%	-5%	7%[46.1 µM]	11%	-12%	8%	-1	-1%	-1%	-7%	2%
COc1ccc(C(=O)OC(C)CN2CCN(C)CC2)cc1 (centres undefined)	1%	16%	4%	3%	3%	9%	-9	1%	-3%	2%	2%
O=S(Cc1ccccc1)CC(O)(c1ccc(Cl)cc1)c1ccc(Cl)cc1 (centres undefined)	-3%	-28%	1%	?	7%	-20%	-8	-3%	4%	5%	-7%
O=S(=O)(Nc1ncccn1)c1ccc(NC(=S)NCc2cccnc2)cc1	9%	14%	2%	-6%	-5%	0%	5	-2%	0%	13%	-1%

Screening results (PubChem)
